HP1b binding inh – HTS for Inhibitors of HP1-beta Chromodomain Interactions with Methylated Histone Tails. AlphaScreen HP1-beta / biotin-H3K9me3 peptide binding. Potency, µM (series often up to 114 µM), for the others: top-dose activity change, negative = inhibition, hits mostly inhibitors. Chromobox protein homolog 1 (Homo sapiens), P83916. AID 540317, 2011. 390,000 compounds, 0.56% hits; note: potency is the fitted concentration of half-maximal effect; nearly all actives have a fitted effect of over 70% in size; inactives centre near 23
Target sequence (P83916 whole entry, looked up): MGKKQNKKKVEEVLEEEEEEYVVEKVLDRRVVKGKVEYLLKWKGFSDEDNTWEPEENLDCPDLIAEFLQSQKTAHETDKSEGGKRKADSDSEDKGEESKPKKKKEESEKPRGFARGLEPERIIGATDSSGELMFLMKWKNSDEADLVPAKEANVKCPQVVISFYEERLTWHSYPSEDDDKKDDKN
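Compound inhibition of the preformed complex between 50 nM HP1-beta and 50 nM biotinylated H3K9me3 peptide was read by AlphaScreen. Buffer was PBS pH 7.4 with 0.01% Tween-20. Incubations ran 30 min at room temperature, with 10 ug/mL donor/acceptor beads.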
Tb PGK inh – qHTS Assay to Find Inhibitors of Phosphoglycerate Kinase; Potency, µM (series often up to 57.5 µM), for inactives: top-dose activity change, negative = inhibition, actives largely listed as inhibitors; PGK/GAPDH coupled, Kinase-Glo luminescence, 60 min; Phosphoglycerate kinase, glycosomal (Trypanosoma brucei brucei), P07378; AID 602233, 2012; 380,000 compounds, 0.043% hits; note: potency is the fitted concentration of half-maximal effect; % is set by controls: 0 for no effect and ±100 for the full control effect; nearly all actives have a fitted effect of over 60% in size
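Recombinant glycosomal PGK reaction used 1,3-bisphosphoglycerate generated in-well by GAPDH (100nM final) in 100mM TEA pH 7.6, 5mM MgCl2, 0.01% Tween-20. After 60 minutes at room temperature, ATP was read by Kinase-Glo Plus luminescence end-point.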
G9a block – qHTS Assay for Inhibitors of Histone Lysine Methyltransferase G9a | Histone-lysine N-methyltransferase EHMT2 (Homo sapiens), Q96KQ7 | Potency, µM (doses to about 102 µM), without a hit: at the top dose activity, negative = inhibition, actives largely listed as inhibitors | AID 504332, 2011 | 350,000 compounds, 8.8% hits | G9a H3K9 monomethylation, AlphaScreen, 2 h; note: potency is the fitted concentration of half-maximal effect; % is set by controls: 0 for no effect and ±100 for the full control effect; nearly all actives have a fitted effect of over 75% in size
Target sequence (Q96KQ7 913-1193 limits assumed): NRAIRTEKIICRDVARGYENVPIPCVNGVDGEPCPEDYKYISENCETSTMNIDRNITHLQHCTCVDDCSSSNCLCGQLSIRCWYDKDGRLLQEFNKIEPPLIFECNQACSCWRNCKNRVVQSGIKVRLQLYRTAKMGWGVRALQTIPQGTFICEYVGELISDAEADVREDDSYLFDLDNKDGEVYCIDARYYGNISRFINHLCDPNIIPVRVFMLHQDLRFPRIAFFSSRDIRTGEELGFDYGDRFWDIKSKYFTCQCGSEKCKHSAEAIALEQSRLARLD
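G9a (20 nM) preincubated 15 min RT with compounds, then 500 nM biotinylated H3K9 peptide and 20 uM SAM added; 2 h RT reaction. Monomethyl-H3K9 product detected by AlphaScreen with anti-H3K9me1 antibody, streptavidin donor and anti-rabbit IgG acceptor beads.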
GLS inh – qHTS for Inhibitors of Glutaminase (GLS); Glutaminase kidney isoform, mitochondrial (Homo sapiens), O94925; GLS enzymatic activity, qHTS titration; Potency, µM (highest dose often 45.5 µM), for inactives: top-dose activity change, negative = inhibition, hits mostly inhibitors; 410,000 compounds, 0.21% hits; AID 624170, 2012; note: potency is the fitted concentration of half-maximal effect; % is set by controls: 0 for no effect and ±100 for the full control effect
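hKGA in 45 mM KH2PO4 (pH 8.2), 0.02% Tween-20 with compound, then 1mM L-Glutamine (stock as added) plus glutamate oxidase/HRP/Amplex red coupling mix. Fluorescence read initially and after 30 min at RT; signal change reflects glutamate formation.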
BAZ2B block – qHTS Assay for Inhibitors of BAZ2B. 360,000 compounds, 4.4% hits. AlphaScreen BAZ2B-H3K14Ac peptide displacement. Bromodomain adjacent to zinc finger domain protein 2B (Homo sapiens), Q9UIF8. Potency, µM (titrated, usually from 114 µM), for the others: at the highest dose activity change, negative = inhibition, actives largely listed as inhibitors. AID 504333, 2011; note: potency is the fitted concentration of half-maximal effect; % is set by controls: 0 for no effect and ±100 for the full control effect; nearly all actives have a fitted effect of over 60% in size
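Complex of BAZ2B and biotin-H3K14Ac (50 nM apiece) forms over 30 min at RT, then faces library compounds up to 110 uM for another 30 min; AlphaScreen beads added, 20 min dark incubation, luminescence read.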
PI4K2A block – qHTS for small molecular inhibitors of PI4K2A | AID 1346378, 2018 | Phosphatidylinositol 4-kinase type 2-alpha (Homo sapiens), Q9BTU6 | activity change, negative = inhibition, % at 76.9 µM | 420,000 compounds, 0.13% hits | purified PI4K2A, ADP-Glo luminescence, 1 h; active compounds read low; in the data active = activity change below about -50%; inconclusive = mostly about -30% to -49%;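 note: -100% = wells without enzyme as full effect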
Target sequence (Q9BTU6 whole entry, looked up): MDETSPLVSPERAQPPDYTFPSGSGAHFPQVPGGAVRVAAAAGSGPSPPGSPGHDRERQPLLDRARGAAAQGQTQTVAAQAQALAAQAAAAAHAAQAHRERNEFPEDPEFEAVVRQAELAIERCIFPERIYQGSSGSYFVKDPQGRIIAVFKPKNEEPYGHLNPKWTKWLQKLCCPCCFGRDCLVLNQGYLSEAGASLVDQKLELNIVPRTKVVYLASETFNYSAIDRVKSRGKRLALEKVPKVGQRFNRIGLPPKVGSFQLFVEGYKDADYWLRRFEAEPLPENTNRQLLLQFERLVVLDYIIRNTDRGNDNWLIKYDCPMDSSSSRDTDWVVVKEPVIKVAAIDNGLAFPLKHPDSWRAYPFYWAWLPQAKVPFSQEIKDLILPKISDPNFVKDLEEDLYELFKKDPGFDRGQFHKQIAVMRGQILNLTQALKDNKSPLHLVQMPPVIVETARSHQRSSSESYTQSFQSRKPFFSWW
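PI4K2A activity was measured by ADP-Glo luminescence: enzyme (4 ug/mL stock) and phosphatidylinositol (1.2 mM stock) in Tris pH 7.5/MgCl2/EGTA/Triton X-100 buffer were reacted with ATP (300 microM stock) for one hour at ambient temperature.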
ERG-DNA inh – qHTS for Small Molecule Inhibitors of the ERG Ets/DNA interaction. Transcriptional regulator ERG (Homo sapiens), P11308. fluorescence polarization, His-ERG Ets domain / labelled DNA. Potency, µM (highest dose often 76.9 µM), inactives show at the highest dose FP activity, negative = inhibition, most hits filed as inhibitors. 370,000 compounds, 0.028% hits; active = well fitted inhibition curve with a large enough effect in the polarisation, with a control signal flat; inconclusive = small, poorly fitted or top-dose-only effect, or effect the other way, or a change in a side signal; inactive = no such curve, though single readings can be large or run the other way; the % refers to the polarisation;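 note: polarization taken with two DNA probes labelled with fluorescein and Texas red; potency is the fitted concentration of half-maximal effect; % of control where 0% means no effect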
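His-tagged ERG Ets domain (1 uM in the protein solution; 300mM KCl, 50mM Tris-HCl, 1mM EDTA, 1mM DTT, pH 7.5) received compound, then a probe mix of 5 nM fluorescein-DNA and 100nM Texas-615-DNA. Fluorescence polarization was read for both dyes.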
JMJD2A Tudor inh – qHTS Assay for Inhibitors of JMJD2A-Tudor Domain; Lysine-specific demethylase 4A (Homo sapiens), O75164; AlphaScreen JMJD2A-Tudor / H3K4me3 peptide binding; Potency, µM (doses to about 114 µM), for inactives: at the highest dose activity change, negative = inhibition, actives largely listed as inhibitors; 390,000 compounds, 4.4% hits; note: potency is the fitted concentration of half-maximal effect; % is set by controls: 0 for no effect and ±100 for the full control effect; nearly all actives have a fitted effect of over 50% in size
Pin1 inh – qHTS Assay to Find Inhibitors of Pin1; Peptidyl-prolyl cis-trans isomerase NIMA-interacting 1 (Homo sapiens), Q13526; 390,000 compounds, 0.009% hits; Pin1 FP peptide displacement, HiFluor488, 10 min; Potency, µM (series often up to 115 µM), for the others: top-dose activity, negative = inhibition, most hits filed as inhibitors; AID 504891, 2011; active = well fitted inhibition curve with a large enough effect in the polarisation, with a control signal flat, not every such curve was filed as active; inconclusive = small, poorly fitted or top-dose-only effect, or effect the other way, or a change in a side signal; inactive = no such curve, though single readings can be large or run the other way; the % refers to the polarisation; note: potency is the fitted concentration of half-maximal effect; % is set by controls: 0 for no effect and ±100 for the full control effect
* hit, by the source's call; i = inactive; ? = inconclusive; / = not tested or not shown; & = joins results of further samples; [ ] = dose if it differs, or a comment. Unless noted, calls come from the whole dose curve; as a rule, active = well fitted curve in the direction sought with a large enough effect; inconclusive = small, poorly fitted or top-dose-only effect, or another doubt; inactive = no such curve, though single readings can be large; an effect the other way counts as inactive or inconclusive.

HP1b binding inh,Tb PGK inh,G9a block,GLS inh,canonical_smiles,BAZ2B block,PI4K2A block,ERG-DNA inh,JMJD2A Tudor inh,Pin1 inh
12%,1%,-4%[59 µM],5%,CC(C)c1nc2oc3c(NCc4cccnc4)ncnc3c2c2c1CCC2,24%,-12,-4%,-14%,-1%
16%,-5%,-5%[59 µM],5%,CN1CCN(C(=O)Cn2c(-c3cccs3)cc3ccccc32)CC1,-4%,1,3%,-14%,1%
36%,-1%,12%,2%,CC(Sc1ccccc1)C(=O)NNC(=O)c1csc(N2CCOCC2)n1 (stereo unspecified),3%,-5,8%,-4%,0%
18%,-7%,?,4%,O=C(Nc1ccc2c(c1)OCO2)O[C@@H]1C[C@H]2CCCC(=O)N3CC[C@@H](C1)[C@@H]23,-18%,1,4%,-24%,-9%
20%&1%,i,-13%&-21%[59 µM],14%&-10%,Cc1cc(N2CCN(C)CC2)nc2ccc(NC(=O)c3ccccc3F)cc12,?,3&-3,-10%&-20%,-24%&-6%,-9%&3%
49%[activator][57 µM],1%,35%[59 µM],7%,Cc1ccc(C(=O)n2nc(C)c(S(=O)(=O)N3CCCCCC3)c2C)cc1C,60%[activator],-1,-3%,35%,3%
-12%,-6%,-46%[59 µM],-20%,COCCNC(=O)C(c1cccs1)N(C(=O)Cn1nnc2ccccc21)c1ccc(OC)cc1 (stereo unspecified),-2%,1,1%,-11%[11.4 µM],1%
19%,/,10%[59 µM],18%,COc1ccccc1N1CCN(CC(O)COc2ccc3c(C)cc(=O)oc3c2)CC1 (stereo unspecified),2%,4,4%,-23%,0%
20%,i,/,1%,C=CC[C@H](CC(=O)N(CCO)Cc1ccccc1)C(=O)NCCOC(=O)[C@H](CC=C)CC(=O)OC(C)(C)C,/,1,21%,-21%,-8%
33%,-3%,2%,-13%,CCC(C)C(NC(=O)[C@@H](NC(=O)c1ccccc1F)C(C)C)C(=O)OC (stereo partly specified),?,-3,1%,-7%,0%
25%,-5%,8%[2.33 µM],19%,CC(C)c1ccccc1-n1c(SCC(=O)N2CCN(c3ccccc3)CC2)nnc1-c1cccnc1,-4%,-4,-3%,-23%,12%
35%,-12%,-4%,-1%,CC1=NN(C(=O)Cn2ccc([N+](=O)[O-])n2)C(O)(C(F)(F)F)C1 (stereo unspecified),-5%,-3,-5%,-8%,3%
15%,1%,-43%[59 µM],11%,Cc1nn(-c2ccccc2)c(OC(=O)c2ccccc2Br)c1S(=O)(=O)c1ccccc1,?,1,-2%,-30%,0%
?,-2%,14µM*,5%,CN(C)CCCOc1cccc(Cl)c1,79µM*,4,3%,18µM*,6%
-12%,-5%,8%[2.33 µM],-3%,Nn1c(SCC(=O)Nc2ccccc2F)nnc1-c1cccs1,7%,2,2%,-14%,-5%
33%,-8%,-22%,6%,O=C(CCS(=O)(=O)c1cccs1)Nc1ccc(C(=O)NC2CCCC2)cc1,-20%,2,-2%,-4%,-2%

Fetched one by one from the list above:
HP1b binding inh,Tb PGK inh,G9a block,GLS inh,canonical_smiles,BAZ2B block,PI4K2A block,ERG-DNA inh,JMJD2A Tudor inh,Pin1 inh
?,-2%,14µM*,5%,CN(C)CCCOc1cccc(Cl)c1,79µM*,4,3%,18µM*,6%
33%,-3%,2%,-13%,CCC(C)C(NC(=O)[C@@H](NC(=O)c1ccccc1F)C(C)C)C(=O)OC (stereo partly specified),?,-3,1%,-7%,0%

Additional compounds follow:
HP1b binding inh,Tb PGK inh,G9a block,GLS inh,canonical_smiles,BAZ2B block,PI4K2A block,ERG-DNA inh,JMJD2A Tudor inh,Pin1 inh
46%[activator],-3%,-5%,3%,O=C(NCC(=O)N1CCC2(CC1)NCCc1[nH]cnc12)c1cccc(Cl)c1,-18%,0,-5%,21%,14%
11%,2%,22%,0%,CCc1ccc(N=CC23c4ccccc4C(c4ccccc42)C2C(=O)N(c4ccc(OC)cc4)C(=O)C23)cc1 (stereo unspecified),-34%,-2,1%,-26%,3%
15%,3%,?,0%,CCc1ccc2c(c1)c1nc(C)sc1n2CC,-26%,-11,-5%,8%,-5%
42%[activator],2%,?,-17%,O=C(NCCN1CCOCC1)c1ccc2c(c1)N(Cc1cccc(F)c1)C(=O)c1ccccc1S2,-32%,2,7%,-20%,13%
41%[activator],2%,21%,11%,CC1CN(C(=S)Nc2ccccc2)CC(C)O1 (stereo unspecified),11%,-4,-5%,-4%,-4%
-6%,9%,-5%,10%,CN(C)C(CNC(=O)c1cccc(C(F)(F)F)c1)c1ccco1 (stereo unspecified),1%,-2,-5%,-13%,2%
38%[activator],0%,3%[59 µM],-8%,O=C(NCc1cccnc1)c1cc(S(=O)(=O)N2CCCCC2)ccc1Cl,10%,3,5%,6%,1%
39%,-4%,?,-4%,Cc1ccc(CC(=O)Nc2ccc(S(=O)(=O)Nc3nccc(C)n3)cc2)cc1,-29%,-1,-2%,-3%,-1%
-2%,-24%,/,-23%,O=C1c2cc(O)c(O)cc2OC(c2ccc(O)c(O)c2)C1O (stereo unspecified),/,-2,-4%,?,-1%
31%,i,10%[59 µM],-7%,Cc1ccc(NC(=O)Nc2ccc(Cl)cc2)c(Br)c1,2%,2,4%,4%,0%
38%[activator],-2%,-5%[59 µM],5%,Cc1ccc(OC(=O)c2cccc(S(=O)(=O)N3CCCC3)c2)c(-n2nc3ccccc3n2)c1,-25%,-4,-5%,-17%,2%
-7%,-8%,?,8%,O=C(NC(=S)Nc1ccccc1N1CCCCC1)c1ccc(-c2cccc([N+](=O)[O-])c2)o1,-36%,8,-3%,?,5%
?,-1%,7.9µM*,2%,CCOc1ccc(-c2cnc(NCc3cccc(Cl)c3)n2C)cc1,?,-2,2%,20µM*,11%
12%,4%,13%,5%,CN(C)C(=O)CSc1nnc(-c2ccc(S(=O)(=O)N3CCCC3)cc2)n1C,-17%,17,-5%,-12%,?
36%,12%,?,0%,CCOc1ccc(N(Cc2ccccc2)C(=O)c2nc(S(C)(=O)=O)ncc2Cl)cc1,-22%,-1,-5%,-13%,-3%
30%,-10%,3%[12.7 µM],1%,CCN(CC(=O)Nc1cc(Cl)ccc1C)C(=O)c1ccc(N2CCCC2=O)cc1,0%,0,10%,-2%,0%

One compound at a time (already shown). Screens in order: HP1b binding inh, Tb PGK inh, G9a block, GLS inh, BAZ2B block, PI4K2A block, ERG-DNA inh, JMJD2A Tudor inh, Pin1 inh
`CN(C)CCCOc1cccc(Cl)c1` is listed as ?, -2%, 14µM*, 5%, 79µM*, 4, 3%, 18µM*, 6%
`CCN(CC(=O)Nc1cc(Cl)ccc1C)C(=O)c1ccc(N2CCCC2=O)cc1` is listed as 30%, -10%, 3%[12.7 µM], 1%, 0%, 0, 10%, -2%, 0%
`Cc1ccc(CC(=O)Nc2ccc(S(=O)(=O)Nc3nccc(C)n3)cc2)cc1` is listed as 39%, -4%, ?, -4%, -29%, -1, -2%, -3%, -1%
`CN(C)C(CNC(=O)c1cccc(C(F)(F)F)c1)c1ccco1` (stereo unspecified) is listed as -6%, 9%, -5%, 10%, 1%, -2, -5%, -13%, 2%

Carrying on.
HP1b binding inh,Tb PGK inh,G9a block,GLS inh,canonical_smiles,BAZ2B block,PI4K2A block,ERG-DNA inh,JMJD2A Tudor inh,Pin1 inh
?,-7%,25µM*,0%,COc1ccc(N2CCN(c3nc4cc(C)ccc4cc3C=O)CC2)cc1,13µM*,1,-2%,22µM*,-8%
17%,12%,-3%,2%,O=C(O)CCc1nn2c3ccccc3n(CCN3CCCCC3)c2nc1=O,13%,-1,-3%,-6%,0%
52%[activator],-1%,/,4%,N/C(Cc1cccc2ccccc12)=N\OC(=O)c1ccccc1F,8%,-4,-7%,8%,-4%
59%[activator],-6%,?,-5%,COc1ccccc1C(=O)NCCN1CCN(C(=O)c2ccccc2OC)CC1,4%,3,27%,-4%,-3%
15%,0%,-6%[2.33 µM],2%,COc1c(Cl)ccc(Cl)c1C(=O)NC(=O)N1CCOCC1,2%,1,10%,-10%,19%
5%,2%,-11%[59 µM],25%,CCOc1ccc(NC(=O)C(C)Sc2nnc(C)n2C)cc1 (stereo unspecified),-5%,-1,-1%,?,-2%
36%,-1%,-9%[59 µM],10%,CCn1c(SCC(=O)N/N=C/c2cc(OC)c(OC)c(OC)c2)nc2ccccc21,-6%,1,-2%,-8%,-5%
17%,-8%,10%[0.501 µM],7%,Cc1ccc(S(=O)(=O)CC(=O)N2CCOCC2)cc1,5%,6,8%,-16%,0%
